Compound activity (PubChem BioAssay)
aDG glyco up: activators of alpha-DG glycosylation, primary screen, uHTS, Pro5-aDG cells, AlphaScreen | 0.22% of 360,000 active | activation, % at 10 µM | alpha-DG glycosylation AlphaScreen (IIH6); 0% Pro5, 100% B10-LARGE cell signal;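 active = activation of at least 8% versus controls, or a plate z-score of at least 8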;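 also: Pro5 are CHO cells carrying HIG-tagged alpha-DG that lacks glycosylation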
Vif imaging: HIV Vif self-association inhibitors, primary screen, imaging, HEK293T, single point; inhibition, % at 7.49 µM; HEK293T cells, Vif self-association by quenched fluorescence, 24 h; 0.35% of 340,000 active; AID 602346, 2012; in the data active = inhibition above about 50%, passing the limit was not always enough; also: some results filed as inactive read as strong as hits
CaV13 FRET inh: Disruptors of the CACNA1D IQ motif to Ca2+-dependent inactivation inhibitor domain association, primary screening, Förster resonance energy transfer in intact living …; HEK cells, CFP/YFP FRET ICDI-IQ, plate reader, 10 min; percent FRET-ratio fall versus neutral wells; inhibition, % at 12.3 µM; 0.098% of 340,000 active;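 active = mean replicate inhibition of at least 30% and at least 1% of replicates passing that level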;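 also: 0% = median of the neutral control wells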
m5-HT2A agonist: mouse Htr2a agonists via beta-arrestin recruitment, primary screen, cell-based, luminescence; CHO-K1 mHTR2A beta-arrestin complementation; percent of 30 µM serotonin response; 0.66% of 360,000 active; activation, % at 7.6 µM; 5-hydroxytryptamine receptor 2A (Mus musculus), P35363;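 active = activation above a run cutoff, the mean activation of all tested compounds plus 3 SD, cut at about 14% in these data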;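 also: 0% = plate median of compound wells and 100% = 30 µM serotonin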
N-glyco inh: increase of ERlucT glycosylation luciferase signal, primary screen, N-linked glycosylation inhibitor project, D54 ERlucT cells, luminescence, set 2. D54 ERlucT glycosylation luciferase reporter, 24 h; percent of 100 nM tunicamycin response. reporter increase, % at 12.5 µM. 0.23% of 360,000 active. AID 588692, 2011;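 active = mean luciferase reporter signal, scaled so untreated is 0 and the glycosylation-blocking control 100, at or above a set limit in every replicate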;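 also: luciferase carries N-glycosylation sites so blocking glycosylation raises the light; 0% = median of neutral control wells and 100% = median of 100 nM tunicamycin wells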
Cardio protect: cardioprotection against H2O2-induced cell death, primary screen, uHTS, H9c2 cells, ATPLite luminescence. H9c2 cardiomyocytes, H2O2 injury protection, 2 h. protection from H2O2 cell death, % at 20 µM. 0.63% of 360,000 active. AID 588492, 2011;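 active = compounds giving at least 50% protection of heart cells from peroxide-induced death in the single-dose screen, raw or plate-pattern-corrected value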;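 also: 0% = DMSO wells with peroxide and 100% = DMSO wells without peroxide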
MC4R barr agon: MC4R agonists recruiting beta-arrestin, primary screen, cell-based, luminescence, agonist arm of biased-ligand search; U2OS MC4R beta-arrestin complementation; percent of melanotan II response, DMSO zero; activation, % at 8.9 µM; 0.98% of 360,000 active;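 active = activation above a per-plate cutoff, the mean activation of sample wells on that plate plus 3 SD, cut at about 8% in these data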
Target sequence (P32245 whole entry, looked up): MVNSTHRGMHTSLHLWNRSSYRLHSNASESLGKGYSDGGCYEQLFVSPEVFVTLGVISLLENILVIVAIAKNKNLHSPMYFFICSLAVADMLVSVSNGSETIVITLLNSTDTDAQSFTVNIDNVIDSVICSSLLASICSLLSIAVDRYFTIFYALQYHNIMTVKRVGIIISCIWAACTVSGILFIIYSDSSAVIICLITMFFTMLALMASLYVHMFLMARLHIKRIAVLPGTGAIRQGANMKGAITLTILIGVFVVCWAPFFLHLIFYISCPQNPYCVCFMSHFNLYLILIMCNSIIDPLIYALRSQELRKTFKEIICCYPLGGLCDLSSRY
MC4R antagonist: MC4R antagonists of cAMP signaling, primary screen, cell-based, TR-FRET, antagonist arm of biased-ligand search; 0.48% of 360,000 active; MC4R-expressing cells, MTII-stimulated cAMP, LANCE TR-FRET; Melanocortin receptor 4 (Homo sapiens), P32245; inhibition, % at 6.5 µM;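 active = inhibition above its plate's cutoff, the mean of tested wells on that plate plus 3 SD, cut at about 29% in these data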;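 also: 0% = Melanotan II alone and 100% = Melanotan II plus saturating MCL0020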
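Test system: U2OS cells stably expressing human melanocortin 4 receptor (MC4R); also added: Melanotan II challenge; compound: 6.5 µM single dose; timing: 30-min compound preincubation, 1-h Melanotan II challenge, 1-h detection, room temperature; signal: Eu-cAMP/anti-cAMP TR-FRET, emission 671 nm; repeats: one well per compound, no replicates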
PDI turbidity: inhibitors of human PDI, primary screen, biochemical, turbidity, single point, plate reader; inhibition, % at 10 µM; AID 588391, 2011; 0.052% of 350,000 active; PDI insulin aggregation turbidity, A650, 90 min;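 active = mean inhibition across replicates of 30% or more, whatever share of single replicates reach that level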;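 also: absorbance from insulin aggregation driven by PDI reduction with DTT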
Target sequence (P07237 whole entry, looked up): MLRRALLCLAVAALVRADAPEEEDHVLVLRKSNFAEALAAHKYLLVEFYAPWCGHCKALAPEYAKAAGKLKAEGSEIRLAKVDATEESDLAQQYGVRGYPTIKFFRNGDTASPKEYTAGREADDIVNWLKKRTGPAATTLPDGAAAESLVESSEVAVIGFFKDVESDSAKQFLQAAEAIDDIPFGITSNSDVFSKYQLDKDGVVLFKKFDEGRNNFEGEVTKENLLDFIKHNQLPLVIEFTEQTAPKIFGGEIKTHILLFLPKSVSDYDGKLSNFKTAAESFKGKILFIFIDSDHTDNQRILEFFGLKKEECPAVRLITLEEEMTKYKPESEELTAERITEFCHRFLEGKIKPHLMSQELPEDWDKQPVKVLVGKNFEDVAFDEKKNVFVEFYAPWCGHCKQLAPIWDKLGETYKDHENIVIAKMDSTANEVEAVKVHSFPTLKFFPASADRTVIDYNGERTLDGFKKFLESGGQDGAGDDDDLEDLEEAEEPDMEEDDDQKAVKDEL
ABCB6 inh MLPCN: ABCB6 transporter inhibitors, primary screen, K562-ABCB6 cells, flow cytometry, MLPCN library; AID 602162, 2011; K562-ABCB6 porphyrin accumulation, 1 h; active compounds read low; 0.19% of 360,000 active; fluorescence ratio to DMSO, % at 10 µM;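 active = fluorescence ratio to DMSO below 75%, the collection mean minus 3 SD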;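 also: signal is porphyrin accumulated inside mitochondria; 100% equals median channel fluorescence of DMSO control wells; lower ratio means ABCB6 inhibition with less porphyrin fluorescence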
* marks the source's active call; other numbers are inactive results; . = no result given.

no.	smiles	CaV13 FRET inh	aDG glyco up	N-glyco inh	Vif imaging	ABCB6 inh MLPCN	Cardio protect	MC4R antagonist	MC4R barr agon	PDI turbidity	m5-HT2A agonist
1	COc1ccc(CCNCc2ccc(OCc3ccccc3)cc2)cc1	-4	0.1	0	3	98	-6	5	2.0	5	-7
2	C=CCn1c(=NC(=O)C2COc3ccccc3O2)sc2cc(S(N)(=O)=O)ccc21 (stereo not drawn)	-3	0.3	0	1	96	22	-5	-0.5	-21	2
3	COc1ccc(NC(=O)CCC(=O)OCc2ccc(C(=O)Oc3ccc(Cl)cc3)cc2)cc1	-5	-0.3	-2	1	105	-3	6	3.3	1	2
4	Cc1cc(OCCNCCO)cc(C)c1Cl	-3	0.1	-8	-4	102	5	3	-1.0	-6	-10
5	CC(=O)NS(=O)(=O)c1ccc(NC(=O)c2cccc3ccccc23)cc1	-5	0.0	4	0	97	-3	6	-2.0	6	4
6	CCC(=O)N1c2ccc(S(=O)(=O)CCC(=O)N3CCN(c4ccccc4)CC3)cc2CC1C (stereo not drawn)	-2	0.4	-1	-8	88	6	0	0.2	-4	-1
7	COc1cc(/C=C/c2ccc3c(Br)cc(Br)c(O)c3n2)ccc1O	-5	1.2	25	-6	144	41	3	-3.6	-5	-5
8	COc1ccc(CNC(=S)Nc2ccccc2Cl)cc1	4	-0.1	0	1	92	4	-3	0.6	-3	-2
9	Cc1nn(C2CCS(=O)(=O)C2)c(Cl)c1/C=C/C(=O)OCC(=O)N(C)C (stereo not drawn)	3	-0.3	2	-3	99	3	-1	-1.1	0	1
10	Cc1ccc(OCC(=O)N(C)CCc2ccccn2)cc1	-4	0.0	3	9	102	-1	12	-0.4	7	7
11	CCOC(=O)C1=C[C@@H](c2ccccc2)N(S(=O)(=O)c2ccc(C)cc2)[C@H]1c1cccc(Cl)c1	-6	-0.1	-7	.	96	-2	.	.	.	3
12	CCn1c(C)nnc1SCC(=O)Nc1ccccc1OC	-6	0.0	1	-1	94	-2	12	-1.7	-3	9
13	CCN(C(=O)COC(=O)c1nccnc1N)c1cccc2ccccc12	-6	0.3	1	4	99	-2	-8	-2.9	-16	1
14	COc1cc(NC(=O)COc2ccccc2)ccc1NC(=O)c1ccco1	-2	-0.1	-1	66*	94	9	4	1.1	0	1
15	C[C@H]1CN([C@@H](C)CO)C(=O)CCCn2nncc2CO[C@H]1CN(C)C(=O)Cc1ccccc1	-8	-0.1	-2	-1	104	10	3	0.2	-6	-2
16	COc1ccccc1NS(=O)(=O)c1cccc(NC(=O)c2ccc3ccccc3n2)c1	-5	2.0	-5	-7	98	0	11	-1.9	0	0
17	c1csc(-c2nc3ccccn3c2NC2CCCCC2)c1	-3	-0.2	-2	-3	108	6	-11	1.2	-1	-3
18	Cc1ccc(NC(=O)CSc2nnnn2C2CC2)cc1S(=O)(=O)N1CCOCC1	.	-0.3	2	-4	97	4	-1	1.0	0	9
19	CC(=O)N1CCN(C(=O)CCNS(=O)(=O)c2ccccc2)CC1	-6	1.3	-1	-2	101	-4	4	-2.0	-2	-1
20	N#Cc1c(/N=C/c2ccco2)oc(-c2ccccc2)c1-c1ccccc1	-3	0.5	3	-4	99	-12	-2	-1.9	1	-4
21	COc1cccc(CNC(=O)[C@@H]2CCCN2C(=O)[C@@H]2CCCN2C(=O)OC(C)(C)C)c1	-10	-0.1	.	.	96	.	.	.	.	0
22	CCCC(=O)N1CCC1(C)C(=O)Nc1ccc(-n2cncn2)cc1 (stereo not drawn)	-8	0.0	1	13	110	-2	-5	0.2	4	9
23	Cc1ccc(C(=O)C2CCN(S(=O)(=O)c3ccc(C(=O)O)cc3)CC2)cc1	-4	0.0	3	-8	99	-2	-6	-2.2	-1	-5
24	O=C(CSc1nnc(C2CC2)n1C1CC1)c1cc(F)ccc1F	-6	0.1	1	0	102	13	7	2.2	-9	8
25	COC(=O)C1=NNC(C(=O)OC)C1c1ccccc1 (stereo not drawn)	-6	0.1	1	0	94	-1	8	0.1	-2	0

By substructure, the compounds so far with an aryl thioether with sulfur outside any ring.
no.	smiles	CaV13 FRET inh	aDG glyco up	N-glyco inh	Vif imaging	ABCB6 inh MLPCN	Cardio protect	MC4R antagonist	MC4R barr agon	PDI turbidity	m5-HT2A agonist
12	CCn1c(C)nnc1SCC(=O)Nc1ccccc1OC	-6	0.0	1	-1	94	-2	12	-1.7	-3	9
18	Cc1ccc(NC(=O)CSc2nnnn2C2CC2)cc1S(=O)(=O)N1CCOCC1	.	-0.3	2	-4	97	4	-1	1.0	0	9
24	O=C(CSc1nnc(C2CC2)n1C1CC1)c1cc(F)ccc1F	-6	0.1	1	0	102	13	7	2.2	-9	8

Continuation.
no.	smiles	CaV13 FRET inh	aDG glyco up	N-glyco inh	Vif imaging	ABCB6 inh MLPCN	Cardio protect	MC4R antagonist	MC4R barr agon	PDI turbidity	m5-HT2A agonist
26	CCn1ccnc1CN(C)Cc1cn[nH]c1-c1ccc(F)cc1F	0	0.1	-4	5	90	3	-6	-0.5	-2	-1
27	CCc1cccc(OCCN2CCCC2)c1	-5	0.2	0	.	100	-3	8	-1.4	14	-2
28	O=C(CCn1c(=S)[nH]c2ccccc2c1=O)NCCCN1CCCC1=O	.	-0.1	-1	-1	101	2	8	-1.2	-1	0
29	CN1CCN(c2ccc(S(=O)(=O)N3CCCCC3)cc2NC(=O)/C=C/c2ccc(Cl)c([N+](=O)[O-])c2)CC1	-15	0.6	-9	4	94	-2	8	-2.5	2	-4
30	C=CCN=C1SC(C)(C)C(=O)N1S(=O)(=O)c1ccc(C)cc1	2	0.1	1	22	100	-7	19	-2.0	2	4
31	CC(Oc1ccc(-c2nccc(-c3ccccn3)n2)cc1)C(=O)NN (stereo not drawn)	-4	0.0	0	3	104	3	2	-0.1	-3	3
32	CCOc1ccc(/C=C/C(=O)Nc2ccc(N3CCOCC3)cc2)cc1	-2	-0.4	0	4	100	1	8	8.9*	-5	0
33	O=C(COC(=O)C1=COCCO1)NC(=O)c1ccc(OC(F)F)cc1	5	-0.5	0	0	98	1	8	-0.5	-5	2
34	CSc1cccc(NC(=S)N(Cc2ccccc2)Cc2cccnc2)c1	3	0.0	-3	-4	97	-2	13	-3.0	3	-2
35	CC(C)=C[C@@H]1C[C@H](C)[C@H]2CC[C@H](C)c3c(O[C@@H]4O[C@@H](C)[C@@H](O)[C@@H](O)[C@@H]4O)c(O)c(C)c1c32	.	0.1	0	14	80	-6	7	0.7	6	5
36	COc1ccc(NC(=O)CCN2C(=O)/C(=C/c3ccc4c(c3)OCO4)SC2=S)cc1	-7	-0.1	-1	10	99	-3	10	1.8	-2	5
37	CCCCN1CC(COc2ccccc2)OC1=O (stereo not drawn)	.	-0.1	1	19	99	1	5	-0.5	12	-1
38	NC(N)=Nc1nc(C2COc3ccccc3O2)cs1 (stereo not drawn)	-12	1.2	-13	0	95	-16	6	-1.9	4	-3
39	COCC(C)NS(=O)(=O)c1ccc(C)cc1 (stereo not drawn)	-4	0.0	2	12	104	2	3	-0.3	4	0
40	O=C(N/N=C/c1ccco1)c1ccc2nc[nH]c2c1	7	0.1	0	-4	97	-3	4	-0.7	5	-3
41	Cn1c(=O)c2c(nc(SCCN3CCOCC3)n2Cc2ccc(F)cc2)n(C)c1=O	.	-0.2	-6	1	91	-2	-2	-0.9	10	-2
42	O=C1N(Cc2cccnc2)C[C@@H]2C[C@@H](c3ccccc3C(F)(F)F)N3CCC[C@@]123	4	0.3	0	8	93	2	5	-2.0	6	6
43	OC(c1ccc(Cl)cc1)c1ncc(-c2ccc(Cl)cc2)[nH]1 (stereo not drawn)	-13	3.4	-3	.	99	-27	6	1.6	-6	-4
44	O=C1c2ccccc2C(=O)N1OCc1ccc(Cl)cc1	-5	0.0	0	9	102	11	1	1.7	7	6
45	COc1ccc(/C=C2\SC(=O)N(CC(=O)Nc3cccnc3)C2=O)cc1OC	-7	0.4	-2	-5	101	-2	7	-1.2	7	-1
46	COc1cccc(OC)c1OC(=O)C1CC(=O)N(c2ccc3c(c2)OCCO3)C1 (stereo not drawn)	-2	0.1	-1	.	94	-2	16	-0.8	2	-1
47	Cc1ccc(C2CC(c3cccs3)=NN2C(=O)CSc2nc3ccccc3o2)cc1 (stereo not drawn)	-15	-0.4	-1	0	96	3	-2	0.4	4	3
48	COC(=O)c1ccc2c(c1)N(Cc1nc(-c3ccc(Cl)cc3)oc1C)C(=O)C1CCCN21 (stereo not drawn)	-5	0.0	0	-2	102	-2	2	-1.0	-3	-4
49	Fc1ccc(C(c2ccc(F)cc2)N2CCN(C/C=C/c3ccccc3)CC2)cc1	-5	-0.3	-5	0	105	-42	8	0.4	5	-8
50	CCOC(=O)N1C(=O)[C@](CC)(c2ccccc2)N1C(=O)OCC	-7	0.2	-10	-1	98	-7	6	0.7	-21	2
51	CCCS(=O)(=O)n1nc(-c2ccc(OC)cc2OC)cc1N	-5	0.0	2	13	103	2	2	-0.9	-13	-3
52	CC1CCN(C(=S)c2cn(Cc3ccccc3F)c3ccccc23)CC1	-5	0.3	-4	6	87	-8	7	-2.7	1	-5
